ST2 IL33 inh = IL1RL1 inhibition; Q01638; AlphaLISA ST2-Fc/biotin-IL-33 interaction, 1 h; inhibition, % for hits at 17 µM; hit rate 2.3% among 78,000; AID 1259354; in the data active = inhibition above about 30%; inconclusive = mostly about 10% to 28%
Target sequence (Q01638 whole entry, looked up): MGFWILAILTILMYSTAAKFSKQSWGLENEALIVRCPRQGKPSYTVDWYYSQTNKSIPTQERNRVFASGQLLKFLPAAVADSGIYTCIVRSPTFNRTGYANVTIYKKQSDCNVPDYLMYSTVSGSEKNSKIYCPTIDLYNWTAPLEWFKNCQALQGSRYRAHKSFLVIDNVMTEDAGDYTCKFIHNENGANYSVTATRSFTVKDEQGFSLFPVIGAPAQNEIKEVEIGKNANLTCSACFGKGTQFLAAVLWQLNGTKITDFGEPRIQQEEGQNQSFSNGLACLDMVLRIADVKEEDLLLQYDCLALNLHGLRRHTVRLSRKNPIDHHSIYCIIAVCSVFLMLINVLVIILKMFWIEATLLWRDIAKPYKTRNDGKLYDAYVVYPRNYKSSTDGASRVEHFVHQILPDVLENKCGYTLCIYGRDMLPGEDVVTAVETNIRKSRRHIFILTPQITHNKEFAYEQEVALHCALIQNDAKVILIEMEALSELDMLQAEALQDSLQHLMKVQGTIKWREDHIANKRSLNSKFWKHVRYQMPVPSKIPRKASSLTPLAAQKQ
Numbers without * were called inactive; i = inactive; ? = inconclusive. Some of the compounds tested; count on the stated rates, not on these rows.

SMILES	ST2 IL33 inh
O=[N+]([O-])c1ccc(C(Cl)Cl)o1	64%*
COC1=CC(=O)O[C@@H](/C=C/c2ccc3c(c2)OCO3)C1	?
CN1C2CC(OC(=O)C(CO)c3ccccc3)CC1C(O)C2 (stereo not drawn)	i
Cc1ccc(S(=O)(=O)NC[C@H]2C[C@@H]3CCN2C[C@@H]3CN2CCSCC2)cc1	i
COc1ccc(-c2cc([C@H]3CN4CC[C@H]3C[C@@H]4CNC(=O)Nc3cccc(C(C)=O)c3)n(C)n2)cc1OC	i
CCCSc1ncc(CN2C[C@H]3C[C@H](O)[C@@H](O)C[C@H]3C2)cn1	?
CCC1(c2ccc(N)cc2)CCC(=O)NC1=O (stereo not drawn)	?
Cc1ccccc1-n1cc(C2=CCN(CC(=O)Nc3ccn(C)n3)CC2)cn1	?
Cc1cccc(CN2CCN(c3ccccc3Cl)CC2)c1	i
CC1CCN(C[C@H]2CN3CC[C@H]2C[C@@H]3CNC(=O)c2ccc3c(c2)OCO3)CC1	?
CN1C(=O)C2(CCCN(Cc3cccnc3N)C2)c2ccccc21 (stereo not drawn)	i
Cn1nc(-c2ccc(F)cc2)cc1[C@H]1CN2CC[C@H]1C[C@@H]2CNC(=S)Nc1ccccc1	i

Looked up by structure from above (four):
SMILES	ST2 IL33 inh
COC1=CC(=O)O[C@@H](/C=C/c2ccc3c(c2)OCO3)C1	?
Cc1cccc(CN2CCN(c3ccccc3Cl)CC2)c1	i
COc1ccc(-c2cc([C@H]3CN4CC[C@H]3C[C@@H]4CNC(=O)Nc3cccc(C(C)=O)c3)n(C)n2)cc1OC	i
Cc1ccccc1-n1cc(C2=CCN(CC(=O)Nc3ccn(C)n3)CC2)cn1	?

Molecules above containing a carbonyl joined to an NH by a bond outside any ring (3):
SMILES	ST2 IL33 inh
COc1ccc(-c2cc([C@H]3CN4CC[C@H]3C[C@@H]4CNC(=O)Nc3cccc(C(C)=O)c3)n(C)n2)cc1OC	i
Cc1ccccc1-n1cc(C2=CCN(CC(=O)Nc3ccn(C)n3)CC2)cn1	?
CC1CCN(C[C@H]2CN3CC[C@H]2C[C@@H]3CNC(=O)c2ccc3c(c2)OCO3)CC1	?

The listing continues.
SMILES	ST2 IL33 inh
Cn1nc(C2CCCC2)cc1[C@H]1CN2CC[C@H]1C[C@@H]2CNS(=O)(=O)c1ccccc1	i
COC[C@H]1CCCN1C[C@H]1CN2CC[C@H]1C[C@@H]2CNC(=S)Nc1ccc(-n2cccn2)cc1	i
O=C([C@H]1CN2CCC1C[C@@H]2Cn1cc(CCO)nn1)N1CCOCC1 (stereo partly drawn)	i
CC(C)NC(=O)OC[C@H]1C[C@@H]2CCN1C[C@@H]2c1cc(-c2ccc(F)cc2)nn1C	i
Cc1ccnc(CC(C)N(C)Cc2ccc(C#CC(C)(C)O)s2)c1 (stereo not drawn)	i
CC[C@H]1CN2CC[C@H]1C[C@@H]2CNC(=O)c1ccc(-c2ccccc2)cc1	i
O=C(Nc1ccccc1)Nc1ccc2n(c1=O)C[C@H]1C[C@@H]2CN(C(=O)c2ccccc2)C1	i
CC[C@H]1CN2CC[C@H]1C[C@@H]2CNC(=S)Nc1ccc(OC)cc1	i
COc1ccccc1-c1cc([C@H]2CN3CC[C@H]2C[C@@H]3CNC(=O)c2ccc(C)cc2)n(C)n1	i
CCCn1c(=O)c2[nH]c(C3CCCC3)nc2n(CCCOC(=O)c2ccc(S(=O)(=O)F)cc2)c1=O	i
CCC1(CC(=O)c2ccccc2)C(=O)NC(=O)NC1=O	i
CC(C)(O)c1cn(C[C@H]2CC3CCN2C[C@@H]3C(=O)NC2CCCCC2)nn1 (stereo partly drawn)	?

Exported with each value named: entries from further up
Structure: O=C([C@H]1CN2CCC1C[C@@H]2Cn1cc(CCO)nn1)N1CCOCC1 (stereo partly drawn)
  ST2 IL33 inh: i
Structure: Cn1nc(C2CCCC2)cc1[C@H]1CN2CC[C@H]1C[C@@H]2CNS(=O)(=O)c1ccccc1
  ST2 IL33 inh: i

Next part
SMILES	ST2 IL33 inh
COc1ccc(OC)c(CN2CCN(c3ccccc3C)CC2)c1	i
O=[N+]([O-])c1ccc(N2CCN(Cc3ccc(Cl)c(Cl)c3)CC2)cc1	?
Cn1nc(-c2ccc(F)cc2)cc1[C@H]1CN2CC[C@H]1C[C@@H]2CN	i
N#Cc1ccccc1CN1Cc2ccccc2C1=N	i
CCOc1ccccc1CN1CCN(c2ccccc2)CC1	?
CCCN1CC[C@@H]2c3cc(O)ccc3CC[C@@H]21	?
O=C(C1CCCCC1)N1C[C@@H]2C[C@H](C1)c1c(-c3ccc(Cl)cc3)ccc(=O)n1C2	?
CCC1(C2=NCCN2)Cc2ccccc2O1 (stereo not drawn)	?
CC[C@H]1CN2CC[C@H]1C[C@@H]2CNC(=S)Nc1ccc(F)cc1	i
CC(C)NC(=O)[C@H]1CN2CCC1C[C@@H]2Cn1cc(CN(C)Cc2ccccc2)nn1 (stereo partly drawn)	?
OCCN1CCN(Cc2ccc(Cl)cc2Cl)CC1	?
Cc1ccc(NC(=O)N2C[C@@H]3C[C@H](C2)c2c(-c4cccs4)ccc(=O)n2C3)cc1	?
COc1ccc(-c2cc([C@H]3CN4CC[C@H]3C[C@@H]4CNC(=O)N3CCOCC3)n(C)n2)cc1	i
COc1ccc(CN2CCN(c3cccc(C)c3C)CC2)cc1C	i
C#C[C@H]1CN2CC[C@H]1C[C@@H]2CNC(=O)Nc1cccc(SC)c1	i
O=c1c2ccccc2nc(/C=C/c2ccc(O)cc2)n1-c1cccc([N+](=O)[O-])c1	34%*
O=C(Cn1cnc2sc3c(c2c1=O)CCCC3)NCCC(=O)N1CCC2(CC1)OCCO2	i
C=CCS(=O)(=O)N1CCN2CCNC(=O)C2C1 (stereo not drawn)	i
O=C(Nc1ccc(=O)n2c1[C@@H]1C[C@@H](CN(S(=O)(=O)c3ccccc3)C1)C2)C1CCCCC1	i
O=C(NCc1ccc(F)cc1)[C@H]1CN2CCC1C[C@@H]2Cn1cc(CSc2ccccc2)nn1 (stereo partly drawn)	?
O=C(NC1CC1)[C@H]1CN2CCC1C[C@@H]2Cn1cc(C2(O)CCCCC2)nn1 (stereo partly drawn)	?
O=c1c2ccccc2nc(/C=C/c2ccccc2O)n1-c1ccc(Br)cc1	i
Cc1ccccc1-c1ccc2n(c1=O)C[C@H]1C[C@@H]2CN(C(=O)NC2CCCCC2)C1	i
CCOC(=O)c1c(C)n(Cc2ccccc2)c2c1cc(O)c1ccccc12	i
CC(N)[C@H](O)c1ccc(O)c(O)c1 (stereo partly drawn)	i
CN1CC[C@@]2(C)c3cc(O)ccc3N(C)C12 (stereo partly drawn)	i
O=C(NCc1ccccc1)[C@H]1CN2CCC1C[C@@H]2Cn1cc(CC2CCCCC2)nn1 (stereo partly drawn)	i
O=C(Nc1ccc2n(c1=O)C[C@H]1C[C@@H]2CN(C(=O)Cc2cccs2)C1)C1CCCCC1	i
Cc1cc(NC(=O)c2cccn(Cc3ccc(C(F)(F)F)cc3)c2=O)no1	?
Cc1cccnc1CC(C)N(C)Cc1nc[nH]c1C (stereo not drawn)	i
C[N+]1(C)CCc2cc3c(cc2[C@H]1[C@@H]1OC(=O)c2c1ccc1c2OCO1)OCO3	?
N#CC(C#N)=Cc1ccc([N+](=O)[O-])c(O)c1	i
CC(C)C(=O)NC(Oc1ccccc1)C(Cl)(Cl)Cl (stereo not drawn)	i
C=CCN(C)C[C@H]1CN2CC[C@H]1C[C@@H]2CNC(=O)Nc1cccc(SC)c1	i
CCCCc1cn(C[C@H]2C[C@@H]3CCN2C[C@@H]3C(=O)NCc2ccc(F)cc2)nn1	i
Cn1nc(-c2ccc(F)cc2)cc1[C@H]1CN2CC[C@H]1C[C@@H]2CNS(=O)(=O)c1cccs1	i
CCN1CCN(c2ccc3nsnc3c2[N+](=O)[O-])CC1	i
COc1ccc(N2CCN(Cc3ccc(Br)cc3)CC2)cc1	?
Cc1ccnc(CC(C)N(C)Cc2ccc(Sc3nncn3C)o2)c1 (stereo not drawn)	i
COC(=O)C(CCSC)NC(=O)c1cn(C2CCCCC2)nn1 (stereo not drawn)	i
Cn1nc(-c2ccc(F)cc2)cc1[C@H]1CN2CC[C@H]1C[C@@H]2CNC(=O)NCc1ccccc1	i
CC12NC(Cc3ccccc31)c1ccccc12 (stereo not drawn)	i
CCN(CC)C[C@H]1CN2CC[C@H]1C[C@@H]2CNC(=O)c1ccc(N(C)C)cc1	i
CCN1CCN(Cc2cc(C)ccc2C)CC1	i
O=C([C@H]1CN2CC[C@H]1C[C@@H]2Cn1cc(CC2CCCCC2)nn1)N1CCOCC1	i
NC(C(=O)O)c1cc(=O)[nH]o1 (stereo not drawn)	i
Cc1ncsc1CCN(C)C(=O)c1cn(C)c2ccccc12	i
Cc1cccc(/C=C/c2nc3ccccc3c(=O)n2-c2cccc(O)c2)c1	?
CCOP(=S)(OCC)N1CCOCCOCCOCCOCC1	i
C=C[C@H]1CN2CC[C@H]1C[C@@H]2CNC(=O)c1ccccc1C(=O)O	i
O=C([C@H]1CN2CCC1C[C@@H]2Cn1cc(CSc2ccccc2)nn1)N1CCOCC1 (stereo partly drawn)	i
COc1ccc2c(c1)c(CCN)c(C)n2Cc1ccccc1	38%*
CC1N=C(c2ccccc2)c2ccccc2N(CC(=O)Nc2ccccc2C(F)(F)F)C1=O (stereo not drawn)	i
Cc1ccc(C)c(Cn2cccc(C(=O)Nc3cc(C)on3)c2=O)c1	i
O=[N+]([O-])c1ccc(N2CCN(Cc3cccc(Br)c3)CC2)cc1	32%*
O=[N+]([O-])c1ccc(N2CCN(Cc3ccc(Cl)cc3)CC2)cc1	i
CN1C[C@@H]2CC[C@H](CC1=O)N2Cc1cnc(-c2ccco2)nc1	?
COc1cccc(CN2CCN(c3ccccc3Cl)CC2)c1	i
Fc1ccc(CN2CCN(c3ccccc3)CC2)cc1	i
C/C(O)=C(\C#N)C(=O)Nc1cc(Br)ccc1Br	i

Ordered by molecular weight (low to high): some entries from above
SMILES	ST2 IL33 inh
Fc1ccc(CN2CCN(c3ccccc3)CC2)cc1	i
COc1ccc2c(c1)c(CCN)c(C)n2Cc1ccccc1	38%*
C=C[C@H]1CN2CC[C@H]1C[C@@H]2CNC(=O)c1ccccc1C(=O)O	i
O=[N+]([O-])c1ccc(N2CCN(Cc3ccc(Cl)cc3)CC2)cc1	i
Cc1ccc(C)c(Cn2cccc(C(=O)Nc3cc(C)on3)c2=O)c1	i
O=[N+]([O-])c1ccc(N2CCN(Cc3cccc(Br)c3)CC2)cc1	32%*

Next section
SMILES	ST2 IL33 inh
O=C(c1cn(-c2ccccc2)nn1)N1C[C@@H]2C[C@H](C1)c1cccc(=O)n1C2	i
O=C(Nc1cccc(F)c1)N1C[C@@H]2C[C@H](C1)c1c(-c3ccc(Cl)cc3)ccc(=O)n1C2	i
O=C1c2no[n+]([O-])c2C(=O)c2c1no[n+]2[O-]	i
CCN1C(=O)NC(=O)/C(=C\c2cn(CC(=O)NCCOC)c3ccccc23)C1=O	i
COc1cccc([C@@H]2CN(c3cc(OC)ncn3)[C@@H]3C4CCN(CC4)[C@@H]32)c1	?
CCOc1ccccc1N1CCN(Cc2ccc(F)c(F)c2)CC1	i
C#C[C@H]1CN2CC[C@H]1C[C@@H]2CNC(=O)c1ccc(C(F)(F)F)cc1	i
Cc1nnc(SCc2nc3ccccc3c(=O)n2-c2ccccc2Cl)s1	i
O=C(CN1CC=C(c2cnn(-c3ccccn3)c2)CC1)NCC1CCCO1 (stereo not drawn)	i
O=S(=O)(NC[C@H]1C[C@@H]2CCN1C[C@@H]2CN1CCCC1)c1cccs1	i
Cc1ccc(C(=O)NC[C@H]2C[C@@H]3CCN2C[C@@H]3c2cc(-c3ccc(F)cc3)nn2C)cc1	i
CCc1cnc(C)nc1N(C)Cc1cnc(NC)nc1	i
C#C[C@H]1CN2CC[C@H]1C[C@@H]2CNCc1ccc(OC)cc1	i
CCN1CCN(Cc2cc(Br)cs2)CC1	i
O=C(Nc1nccs1)[C@H]1CN2CC[C@H]1C[C@@H]2Cn1cc(C2(O)CCCCC2)nn1	i
C#C[C@H]1CN2CC[C@H]1C[C@@H]2CNS(=O)(=O)c1ccc(Cl)cc1	i
O=c1c2ccccc2[se]n1-c1ccccc1	i
CC[C@@H](CO)NC(=O)[C@@H]1C=C2c3cccc4[nH]cc(c34)C[C@H]2N(C)C1	i
COc1ccc(CN2CCN(c3ccccc3C)CC2)cc1	?
O=C1Nc2ccccc2C12CCN(Cc1ccc3c(c1)OCCO3)CC2	?
O=C(CN1CCCN(Cc2ccccc2Cl)S1(=O)=O)N1CCCC1	i
CC(=O)NCCNC(=O)[C@H]1CN2CCC1C[C@@H]2Cn1cc(-c2cccc(O)c2)nn1 (stereo partly drawn)	i
O=C(NC1(C(F)(F)F)Oc2ccc(Cl)cc2O1)N1CCC2(CC1)OCCO2 (stereo not drawn)	i
Cn1nc(-c2cccs2)cc1[C@H]1CN2CC[C@H]1C[C@@H]2CNS(=O)(=O)c1ccccc1	i
O=C(Nc1ccc2n(c1=O)C[C@H]1C[C@@H]2CN(C(=O)c2ccccn2)C1)C1CCCCC1	i
C=C[C@H]1[C@H](O[C@@H]2O[C@H](CO)[C@@H](O)[C@H](O)[C@H]2O)OC=C2C(=O)OCC[C@H]21	i
c1ccc(CN2CCN(c3ccccc3)CC2)cc1	i
CC(C)Oc1cccnc1N(C)C1CCN(Cc2ccc(I)cc2)CC1	?
O=C(Nc1ccc(=O)n2c1[C@@H]1C[C@@H](CN(S(=O)(=O)c3ccccc3)C1)C2)c1cccnc1	?
Nc1ccc(CCN2CCN(c3cccc(C(F)(F)F)c3)CC2)cc1	?
O=C(O)c1c2c(nc3ccccc13)CCNC2	i
Clc1ccc(CN2CCN(c3ccccc3)CC2)c(Cl)c1	91%*
N=C1c2ccccc2CN1CC(=O)c1ccc(Cl)cc1	?
COCCNC(=O)[C@H]1CN2CC[C@H]1C[C@@H]2Cn1cc(-c2ccccc2)nn1	i
O=c1c2ccccc2nc(/C=C/c2ccccc2)n1-c1ccccc1F	i
CSc1ccc(C(=O)C(C)(C)N2CCOCC2)cc1	i
O=C(C1c2ccccc2C(=O)N2CCc3ccccc3C12)N1CCC2(CC1)OCCO2 (stereo not drawn)	?
NC(N)=NOCCC(N)C(=O)O (stereo not drawn)	i
CC[C@H]1CN2CC[C@H]1C[C@@H]2CNC(=O)NC1CCCCC1	i
CCOC(=O)CN1C(=O)NC2(CCN(C)CC2)C1=O	i
CP(=O)(O)C1=CCNCC1	i
COc1cc(CN2CCN(c3cccc(C)c3C)CC2)ccc1O	i
CCCN1CCC(NC2C3CC4CC(C3)CC2C4)CC1 (stereo not drawn)	i

Compound activity: PubChem, IUPUI and University of Michigan
